GBA enhancer = GBA activity enhancers in patient fibroblasts, primary screen, cell-based. L444P Gaucher fibroblasts, 4-MU-glucoside fluorescence, 3 days. activation, % at 10 µM. 0.44% of 30,000 active. AID 784, 2007; in the data active = activation above about 65%;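 note: 0% = vehicle wells and 100% = positive control wells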
Target sequence (P04062 whole entry L483P): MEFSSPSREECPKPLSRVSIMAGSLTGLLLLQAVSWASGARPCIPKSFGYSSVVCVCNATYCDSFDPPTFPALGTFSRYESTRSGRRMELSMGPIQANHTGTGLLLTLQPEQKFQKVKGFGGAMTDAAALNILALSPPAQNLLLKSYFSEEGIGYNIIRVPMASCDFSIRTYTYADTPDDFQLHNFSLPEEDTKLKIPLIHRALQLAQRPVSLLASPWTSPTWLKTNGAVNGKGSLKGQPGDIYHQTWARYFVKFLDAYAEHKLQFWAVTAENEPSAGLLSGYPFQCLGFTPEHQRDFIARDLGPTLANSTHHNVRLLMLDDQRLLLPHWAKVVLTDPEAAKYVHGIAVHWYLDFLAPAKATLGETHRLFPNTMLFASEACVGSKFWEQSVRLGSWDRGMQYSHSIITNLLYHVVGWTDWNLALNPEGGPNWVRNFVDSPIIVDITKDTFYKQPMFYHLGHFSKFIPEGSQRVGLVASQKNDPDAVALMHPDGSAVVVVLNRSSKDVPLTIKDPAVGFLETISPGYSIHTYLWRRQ
An asterisk follows results filed as active. Not all compounds are listed; rates above refer to the full screens.

SMILES	GBA enhancer
Cc1nn(-c2ccc(F)cc2)c2c1cc(C#N)c1nc3ccccc3n12	19.9
CC1(C)CC(c2csc(N)n2)CCO1 (stereo not given)	-7.9
COC(=O)COc1ccc(S(=O)(=O)Nc2ccc(NC(C)=O)cc2)cc1C	-21.9
CC(C)CN1CN(S(=O)(=O)c2cccs2)c2nc3ccccc3nc21	-13.5
Cc1c(C(=O)O)sc2ncn(C)c(=O)c12	-16.8
COc1ccc(-n2c(=O)cc(N3CC(C)OC(C)C3)[nH]c2=O)cc1 (stereo not given)	27.1
Cc1ccnc(Nc2nc(-c3c(C)nc4sccn34)cs2)c1	63.6
Cc1cc(C(=O)CN2C(=O)NC3(CCCCC3)C2=O)c(C)n1Cc1ccc2c(c1)OCO2	-5.8
Cc1cc(C)n(C(=O)CNC(=O)c2ccco2)n1	-1.5
CCCNC(=O)COC(=O)c1ccc(S(=O)(=O)N2CCCCCC2)cc1	-4.6
COc1ccc(OC(=O)CCCN2C(=O)c3ccccc3C2=O)cc1	14.3
CCC1Oc2ccc(C)cc2N(CC(=O)NCc2cccc(OC)c2)C1=O (stereo not given)	-8.6
C=CCn1c(SCC(=O)NCC2CCCO2)nnc1C1CCCCC1 (stereo not given)	-1.1
COC(=O)c1ccc(CSc2nc(C)nc3sc(C)c(C)c23)o1	-26.1
CC(C)OC(=O)CSc1n[nH]c(-c2cccnc2)n1	-18.0
O=C(c1cccn2c(=O)c3ccccc3nc12)N1CCN(c2ccccn2)CC1	-51.1
Cc1ccc(N(C(=O)C2CCCC2)C2C=CS(=O)(=O)C2)cc1C (stereo not given)	-12.9
CCS(=O)(=O)N1CCN(c2nc(-c3ccccc3)cs2)CC1	-7.0
CCN(C(=O)c1coc(=O)c(Br)c1)c1ccc2c(c1)OCO2	7.9
O=C1CCC(C(=O)Nc2ccc(OC(F)F)cc2)N1 (stereo not given)	-14.0
Cc1csc(NC(=O)CCCSc2nc3ccccc3s2)n1	1.9
CC(C)OCC(O)Cn1c(N2CCCC2)nc2c1c(=O)[nH]c(=O)n2C (stereo not given)	-9.1
CC(C)CC(C(=O)Nn1cnnc1)N1C(=O)c2ccccc2C1=O (stereo not given)	3.6
CCOC(=O)c1[nH]cnc1C(=O)Nc1ccncc1	-11.2
CC(C)c1nnc(NC(=O)CCC(=O)Nc2ccc(F)cc2)s1	-21.1

Arranged by SMILES length (rising): part of the list above
SMILES	GBA enhancer
CC1(C)CC(c2csc(N)n2)CCO1 (stereo not given)	-7.9
Cc1c(C(=O)O)sc2ncn(C)c(=O)c12	-16.8
Cc1cc(C)n(C(=O)CNC(=O)c2ccco2)n1	-1.5
O=C1CCC(C(=O)Nc2ccc(OC(F)F)cc2)N1 (stereo not given)	-14.0
CC(C)OC(=O)CSc1n[nH]c(-c2cccnc2)n1	-18.0
C=CCn1c(SCC(=O)NCC2CCCO2)nnc1C1CCCCC1 (stereo not given)	-1.1
CC(C)c1nnc(NC(=O)CCC(=O)Nc2ccc(F)cc2)s1	-21.1
COC(=O)c1ccc(CSc2nc(C)nc3sc(C)c(C)c23)o1	-26.1
CCN(C(=O)c1coc(=O)c(Br)c1)c1ccc2c(c1)OCO2	7.9
Cc1ccc(N(C(=O)C2CCCC2)C2C=CS(=O)(=O)C2)cc1C (stereo not given)	-12.9
CCCNC(=O)COC(=O)c1ccc(S(=O)(=O)N2CCCCCC2)cc1	-4.6
CC(C)OCC(O)Cn1c(N2CCCC2)nc2c1c(=O)[nH]c(=O)n2C (stereo not given)	-9.1
O=C(c1cccn2c(=O)c3ccccc3nc12)N1CCN(c2ccccn2)CC1	-51.1
Cc1cc(C(=O)CN2C(=O)NC3(CCCCC3)C2=O)c(C)n1Cc1ccc2c(c1)OCO2	-5.8

(next part)
SMILES	GBA enhancer
CC(C)CCOP(=O)(c1ccc(N(C)C)cc1)C(O)c1ccccc1F (stereo not given)	-18.5
COc1ccc(NC(C)=O)cc1NC(=O)CSc1nnc(-c2ccccc2)n1N	5.9
COc1cccc(C2CC(c3ccccc3Cl)Nc3nc(N)nn32)c1 (stereo not given)	2.6
CC(=O)Nc1ccc(OCC(O)CN2CCN(c3cc(Cl)ccc3C)CC2)cc1 (stereo not given)	-27.7
CCCCn1c(SCc2cc(=O)n3ccsc3n2)nc2cc(C(=O)OC)ccc2c1=O	-10.1
CCOC(=O)C1(C)NC(c2ccc(OC)c(OC)c2)C2C(=O)N(CC)C(=O)C21 (stereo not given)	-8.5
Cn1c(=O)c2c(nc(CN3CCOCC3)n2CCc2ccccc2)n(C)c1=O	-4.8
CC1CN(CC(=O)N2CCc3[nH]c4ccccc4c3C2)CC(C)O1 (stereo not given)	-3.0
C/C(=C(\C#N)C(=O)NCCCN1CCOCC1)N(C)C	-21.0
COc1cccc(CNC(=O)C(CCSC)NS(=O)(=O)c2ccc3c(c2)oc(=O)n3C)c1 (stereo not given)	15.4
O=C(NCc1cccc(F)c1)C1CCN(S(=O)(=O)Cc2ccccc2)CC1	-5.4
COc1ccc(OC)c(-n2nnnc2SCC(=O)Nc2ccc3c(c2)OCCO3)c1	-38.5
CCOC(=O)c1c(NC(=O)CSc2nnc(-c3ccco3)o2)sc(C(C)=O)c1C	-8.7
COC(=O)c1ccc(C)c(NC(=O)CN2C(=O)c3ccccc3S2(=O)=O)c1	3.3
CC(=O)Nc1ccc(S(=O)(=O)n2cnc(C)c2)cc1	9.2
O=C(NCc1nc2ccccc2[nH]1)c1cc2ccccc2oc1=O	19.6
COCC(=O)n1nc(-c2ccccc2)nc1NCc1ccc(F)cc1	-2.1
O=c1[nH]n(-c2cccc3cccnc23)c(=O)c2ccccc12	-22.9
CCN(CC)CCNC(=O)c1cc(S(C)(=O)=O)ccc1OC	-34.0
COc1ccc(NC(=O)Cn2nnc(-c3ccc(CN4CCOCC4)cc3)n2)c(OC)c1	-16.6
Cc1nc2c(C)cccn2c1/C(O)=C1\C(=O)C(=O)N(CCN(C)C)C1c1ccncc1 (stereo not given)	19.4
CCOC(=O)c1ccc(NC(=O)N2CCN(S(C)(=O)=O)CC2)cc1	-4.8
O=C(CN1C(=O)c2ccccc2C1=O)Nc1ccc(S(=O)(=O)NCC2CCCO2)cc1 (stereo not given)	-37.7
O=P(O)(O)c1ccccc1OCCOCCOc1ccccc1P(=O)(O)O	1.9
CCN(CC)C(=O)CSc1nnc(-c2ccc(S(=O)(=O)NCc3ccccc3Cl)cc2)o1	-20.0
(more compounds)
SMILES	GBA enhancer
CCN(CC)CCCNc1cc2n(c(=O)n1)CCc1cc(OC)c(OC)cc1-2	13.2
Cc1ccc2oc(NC(=O)N3CCOCC3)cc(=O)c2c1	1.1
Cc1ccc(-n2ncc(C#N)c2/N=C/N2CCCCCC2)cc1	-32.1
Cc1noc(C)c1COc1ccc(C(=O)OC(C)C(=O)Nc2ccc(N3CCOCC3)cc2)cc1 (stereo not given)	5.1
CCNC(=O)c1c(C)nc2ccccn12	2.5
CC(=O)Oc1c(S(=O)(=O)c2ccccc2)c(C)nn1C(C)(C)C	-17.9
O=C(NC(Nc1ncccn1)C(=O)c1ccccc1)c1ccccc1 (stereo not given)	-19.4
Cn1c(C(=O)N2CCc3ccccc3C2)cc2oc3ccccc3c21	-4.5
CCOC(=O)c1nn(-c2ccccc2)c(=O)c(C#N)c1C	3.4
CCC(=O)Nc1ccc(C(=O)CSc2nnc(-c3cccnc3)o2)cc1	-26.9
Cc1ccc(C2C3=C(CCCC3=O)Nc3nc(SCC(=O)NCc4ccco4)[nH]c(=O)c32)cc1 (stereo not given)	-11.3
O=C(NCCc1ccc(Cl)cc1)C1CCN(S(=O)(=O)N2CCCC2)CC1	3.3
O=C(CC12CC3CC(C1)CC(CC(=O)NC1=NCCS1)(C3)C2)NC1=NCCS1	-1.1
CSc1sc(C)cc1C1C(C#N)=C(N)N(c2cccnc2)C2=C1C(=O)CCC2 (stereo not given)	-24.8
COCC(C)NC(=O)c1ccc(Cl)c(Cl)c1 (stereo not given)	-11.2
Cc1c(C(=O)OC(C)C)[nH]c2c1C(=O)CC(C)(C)C2	36.7
N#Cc1ccc(Cn2c(=O)c(C#N)c3n(c2=O)CCC3)cc1	-17.9
Nc1ccc2ncccc2c1	1.8
COc1ccc(CCNC(=O)CN(C2CCCCC2)S(C)(=O)=O)cc1	-12.8
CCCOc1ccc(C(=O)N2CCCC2)cc1OC	0.1
CCN(CC)CCNC(=O)C1CCC(=O)N1CCc1ccccc1 (stereo not given)	9.5
CC1CCN(C(=O)c2ccccc2NC(=O)c2cccc(S(=O)(=O)N3CCOCC3)c2)CC1	-11.4
O=C(CN(Cc1ccco1)C(=O)Cn1nnc(-c2ccc(F)cc2)n1)NC1CCCC1	-13.3
CCC(c1nnc(SCc2nc3ccccc3s2)n1Cc1ccccc1)N(C)C (stereo not given)	-0.1
COc1ccc(S(=O)(=O)CCC(=O)Nc2c(C)n(C)n(-c3ccccc3)c2=O)cc1	-21.0
More structures follow:
SMILES	GBA enhancer
O=C(Cn1c(CN2CCCCC2)nc2ccccc2c1=O)NCc1ccco1	-4.9
CCOc1cc(NS(C)(=O)=O)c(OCC)cc1NC(=O)c1cccs1	15.7
O=C(Cc1ccccc1)Nc1ccccc1CO	-1.3
COc1cc(-c2nnc(-c3cccnc3)o2)cc(OC)c1OC	5.1
Cn1c(=O)n(C)c2cc(NS(C)(=O)=O)ccc21	-0.3
O=c1[nH]c(Cn2nnc(-c3ccccc3)n2)nc2scc(-c3ccccc3)c12	8.0
C=CCn1c(SCc2c(C)noc2C)nnc1C1COc2ccccc2O1 (stereo not given)	-8.6
O=C(c1ccco1)N1CCN(CCCCN2C(=O)c3ccccc3C2=O)CC1	-44.8
COc1ccc(CC(=O)n2nc(-c3ccccc3)nc2NCc2ccco2)cc1	-34.0
CCn1c(CC(=O)Nc2ccc(C)cc2)nnc1SCC(=O)N1CCN(c2ccccc2)CC1	-3.9
COCC(=O)N(C)c1nnc(-c2cnccn2)s1	-1.2
O=C(Nc1ccccc1)OCCNC(=O)c1ccccc1	0.8
CO/C([O-])=N/c1c[n+](-c2ccc(C)cc2)no1	-3.0
COc1cccc(OCC(O)CN2CCN(CCO)CC2)c1 (stereo not given)	6.4
COC(=O)C1=C(C)NC(=O)NC1c1cc(Cl)ccc1OC (stereo not given)	5.0
CCC(c1nnnn1Cc1ccco1)N(CCc1ccccc1)Cc1cc2ccc(OC)cc2[nH]c1=O (stereo not given)	-0.7
COC(=O)CSc1nnc(CSc2nc(C)cc(C)n2)n1Cc1ccco1	2.8
Cc1cc(S(=O)(=O)N(Cc2ccc(F)cc2)CC2CCCO2)ccc1-n1cnnn1 (stereo not given)	-27.1
O=C(OCC(=O)N1CCCC1)c1ccco1	-7.6
CS(=O)(=O)N1CCCC(C(=O)NCCCN2CCOCC2)C1 (stereo not given)	-13.8
COC(=O)CNC(=O)COC(=O)C(Cc1ccccc1)NC(=O)c1ccco1 (stereo not given)	-6.1
CCn1cc(C(=O)NCc2ccccn2)c(=O)c2cc(S(=O)(=O)N3CCCCC3)ccc21	0.4
Cn1c(CN2CCCC2)nc2cc(NC(=O)Nc3ccccc3)ccc21	-55.8
Cc1cccc2nc(Cn3c(=O)n(CCC(=O)NCc4ccco4)c(=O)c4sccc43)cc(=O)n12	-18.9
CN1CCN(CCCNC(=O)c2cc3c(=O)oc4ccccc4c3s2)CC1	2.1
Additional entries follow:
SMILES	GBA enhancer
Cn1c(=O)c2c(nc(SCC(=O)O)n2Cc2cccc(C(F)(F)F)c2)n(C)c1=O	-27.8
CCC1(CC)C(=O)NC(=O)NC1=Nc1cccc(OC)c1	-56.7
CCCN(CCC)c1nc(C)cc(C(C#N)c2nc3ccccc3o2)n1 (stereo not given)	-1.4
COc1ccc(N2CCN(CC(=O)Nc3cc4c(cc3C(C)=O)OCO4)CC2)cc1	-4.7
CC(C(=O)N1CCCCC1)n1sc2ccccc2c1=O (stereo not given)	5.5
Cc1cc(=O)n2nc(-c3ccccc3)sc2c1C#N	-4.6
CN(C)S(=O)(=O)c1ccc(/C(O)=C2/C(=O)C(=O)N(Cc3cccnc3)C2c2ccco2)cc1 (stereo not given)	-4.1
CS(=O)(=O)N(Cc1ccco1)Cc1ccccc1Cl	-14.8
COc1cc(C2C(C#N)=C(N)Oc3n[nH]c(-c4ccccn4)c32)cc(OC)c1OC (stereo not given)	-4.0
CCc1nnc(NC(=O)CSc2nnc(-c3ccoc3C)n2CC(C)C)s1	-0.5
COC(=O)CNS(=O)(=O)c1ccc(Cc2ccc(S(=O)(=O)NCC(=O)OC)cc2)cc1	2.2
O=C(Nc1ccccc1)c1ccc(S(=O)(=O)NCc2ccco2)cc1	8.2
C/C(O)=C(/C#N)c1nc2ccccc2[nH]1	-2.4
Cc1ccc(NC(=O)NC(=O)CN2C(=O)NC3(CCc4ccccc43)C2=O)c(C)c1 (stereo not given)	0.0
CCOC(=O)c1sc(NC(=O)CSc2nnnn2-c2ccc(C)cc2C)nc1C	-57.4
O=C(Cc1ccc(-n2cccc2)cc1)NC1CCCCC1	7.5
O=c1nc2n(c3c1oc1ccccc13)Cc1ccccc1-2	-3.3
COC(=O)C(CC(=O)Nc1cc(C)ccc1C)Nc1ccccc1OC (stereo not given)	3.6
c1ccc(-n2ncc(-c3nn[nH]n3)n2)cc1	-15.4
COc1ccc(CCN2C(=O)CC(N3CCOCC3)C2=O)cc1 (stereo not given)	1.9
Cc1nn(C)c(C)c1NC(=O)CN1CCC(O)(c2ccc3c(c2)OCO3)CC1	-28.8
O=C(NCCCn1ccnc1)Nc1ccc(Cl)cc1	122.0*
COc1cccc(C(=O)Nc2ncc3c(n2)CC(c2ccc(OC)cc2OC)CC3=O)c1 (stereo not given)	0.6
CCC(=O)c1cc(-c2nc3ccccc3n2C)n(C)c1	-5.2
CC1=C(C(N)=O)C(c2cccnc2)n2nc(SCc3ccccc3Cl)nc2N1 (stereo not given)	-19.3
(cont.)
SMILES	GBA enhancer
CCSC1=C(C#N)C(c2ccccc2C)CC(=O)N1 (stereo not given)	-47.2
Cc1cc(Nc2ccccc2)n(C(=O)c2ccc(N)cc2)n1	-20.6
CCN(CC)S(=O)(=O)N1CCC(C(=O)NC2CCCC2)CC1	-21.1
CCCc1[nH]nc2c1C(/C(C)=C/c1ccccc1)C(C#N)=C(N)O2 (stereo not given)	-19.3
COc1ccc(C(O)C(CC(=O)NCCCOC(C)C)C(=O)NCCCOC(C)C)cc1OC (stereo not given)	-0.3
CC(=NCCc1ccccc1)C1=C(O)COC1=O	0.6

From PubChem
